CRFBP-R2 agonist = agonists of CRF-BP/CRF-R2 complex, primary screen, cell-based, HEK293, calcium dye fluorescence, uHTS | AID 588473, 2011 | calcium dye fluorescence (FLIPR); percent of saturating CRF peptide response | activation, % at 13.2 µM | CRF-binding protein / CRF receptor 2 complex (human) | 0.46% of 350,000 active;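 active = activation of at least 50%, plus an integration ratio under a set limit after plate pattern correction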;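 note: plate controls were neutral control wells without compound for no effect and CRF at EC100 for full effect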
MEKK2wt PB1 HTS = modulators of MEK5 binding to wildtype MEKK2, primary screen, biochemical, multiplex bead flow cytometry, Alexa488-MEK5; Mitogen-activated protein kinase kinase kinase 2 (Homo sapiens), Q9Y2U5; Alexa488-MEK5 binding to MEKK2 WT; actives lie on both sides; binding response (% of control), % at 10 µM; 1.1% of 290,000 active; in the data active = binding response below about 67% or above about 130%
GalR3 antag = GalR3 antagonists in HEK293 cells, primary screen, cell-based, fluorescence readout. Galanin receptor type 3 (Homo sapiens), O60755. HEK293 GalR3-CNG cAMP membrane potential fluorescence; galR3 body fused to GalR1 C-terminus. inhibition, % at 3 µM. 0.44% of 360,000 active;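 active = inhibition above the screen-wide average plus 3 SD, cut at about 13% in these data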;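 note: forskolin and galanin both at EC90 stimulate the cells; cAMP rise reported by CNG channel membrane potential dye signal; 0% = forskolin plus galanin with DMSO and 100% = forskolin alone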
Target sequence (O60755 1-299 limits assumed): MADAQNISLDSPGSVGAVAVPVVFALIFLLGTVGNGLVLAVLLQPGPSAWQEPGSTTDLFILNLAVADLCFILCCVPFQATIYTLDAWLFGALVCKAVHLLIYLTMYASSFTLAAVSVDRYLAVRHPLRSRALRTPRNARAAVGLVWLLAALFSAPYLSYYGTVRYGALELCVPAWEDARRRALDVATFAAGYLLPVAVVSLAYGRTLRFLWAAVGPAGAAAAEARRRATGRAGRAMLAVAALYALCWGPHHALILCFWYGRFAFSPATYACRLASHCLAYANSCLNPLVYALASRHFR
MEKK3 PB1 HTS = modulators of MEKK3-MEK5 PB1 binding, primary screen, biochemical, wildtype MEKK3, multiplex bead flow cytometry, Alexa488-MEK5. binding response (% of control), % at 10 µM. bead-based flow cytometry, Alexa488-MEK5 binding to MEKK3; actives lie on both sides; 0 = blocked by unlabeled MEK5, 100 = vehicle. AID 1529, 2009. 1.4% of 290,000 active;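 active = binding response more than 3 SD above or below the average of its plate-row segment, actives on both sides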;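 note: Alexa488 bead fluorescence after subtracting the streptavidin-only scavenger bead signal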
Target sequence (Q99759 whole entry, looked up): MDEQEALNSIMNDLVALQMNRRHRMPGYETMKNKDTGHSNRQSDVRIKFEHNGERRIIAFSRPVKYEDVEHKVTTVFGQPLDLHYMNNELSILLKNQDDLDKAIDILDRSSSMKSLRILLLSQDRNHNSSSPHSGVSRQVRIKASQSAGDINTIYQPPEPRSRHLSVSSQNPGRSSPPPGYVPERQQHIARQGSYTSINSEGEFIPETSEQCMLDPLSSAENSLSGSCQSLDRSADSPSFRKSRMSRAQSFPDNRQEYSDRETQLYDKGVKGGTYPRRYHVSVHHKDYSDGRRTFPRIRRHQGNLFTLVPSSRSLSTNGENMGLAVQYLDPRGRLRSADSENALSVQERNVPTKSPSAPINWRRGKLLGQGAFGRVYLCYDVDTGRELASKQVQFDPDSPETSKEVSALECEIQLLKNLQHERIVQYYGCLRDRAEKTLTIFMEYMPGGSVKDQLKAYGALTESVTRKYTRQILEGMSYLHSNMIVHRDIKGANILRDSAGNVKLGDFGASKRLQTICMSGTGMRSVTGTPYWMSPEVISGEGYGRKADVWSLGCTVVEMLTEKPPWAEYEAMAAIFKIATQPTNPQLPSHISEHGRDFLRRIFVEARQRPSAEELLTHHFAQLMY
NS3 helicase inh = inhibitors of HCV NS3 helicase, primary screen, biochemical, Cy5 molecular beacon fluorescence; NS3 helicase DNA unwinding; 0.56% of 290,000 active; AID 1800, 2009; Hepatitis C virus NS3 helicase; inhibition, % at 10.9 µM;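 active = inhibition above the mean of all tested compounds plus 3 SD, set per campaign, cut at about 35% in these data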;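 note: 0% = DMSO wells and 100% = thioflavine S control wells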
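assay system = NS3 helicase fragment of HCV | buffer or medium = MOPS pH 6.5, MgCl2, DTT, Tween20, BSA | timing = 60 min unwinding reaction at 25 °C after ATP addition | signal = Cy5 beacon fluorescence read at start and 1 h | read-out basis = % inhibition of unwinding | control set = low DMSO, high thioflavine S at 110 µM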
MEKK2mut PB1 HTS = MEK5 binding signal on mutant MEKK2 PB1, primary screen, biochemical, multiplex bead flow cytometry, Alexa488-MEK5 | percent response, % at 10 µM | 0.35% of 290,000 active | Alexa488-MEK5 binding to MEKK2 mutant; in the data active = percent response above about 24%, passing the limit was not always enough; note: inactives centre near 1; some results filed as inactive read as strong as hits
DNA FID counter = compounds displacing fluorescent DNA intercalator, primary screen, artefact control for HCV NS3 helicase inhibitor project, biochemical, FID fluorescence; DNA fluorescent intercalator displacement; inhibition, % at 7.9 µM; 0.17% of 290,000 active; AID 1845, 2009; in the data active = inhibition above about 37%;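 note: 0% = vehicle and 100% = reference compound; higher means more ethidium bromide displaced from hairpin DNA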
CRFR2-BP antag = antagonists of CRF-BP/CRF-R2 complex, primary screen, cell-based, HEK293, calcium dye fluorescence, uHTS. CRF-induced calcium fluorescence. inhibition, % at 11.8 µM. 0.59% of 350,000 active. AID 588475, 2011;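 active = inhibition of the ligand-induced calcium signal above about 50% at the single tested concentration, limit read from the data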
SUMO HTRF inh = inhibitors of in vitro SUMOylation cascade, primary screen, biochemical, HTRF, uHTS | 0.36% of 290,000 active | inhibition, % at 35 µM | SUMO-conjugating enzyme UBC9 (Homo sapiens), P63279 | HTRF SUMOylation assay, SAE1/SAE2 + UBC9; in the data active = inhibition above about 50%, passing the limit was not always enough; note: strong numbers were not always called active
Target sequence (P63279 whole entry, looked up): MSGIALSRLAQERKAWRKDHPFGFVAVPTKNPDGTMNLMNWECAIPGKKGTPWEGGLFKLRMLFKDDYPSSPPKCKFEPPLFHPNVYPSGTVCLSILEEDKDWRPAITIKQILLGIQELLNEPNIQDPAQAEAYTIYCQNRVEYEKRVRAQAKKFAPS
* marks the source's active call; other numbers are inactive results; / = not tested or not shown; [ ] = remark or other dose. Only part of the results is shown (hit frequency here may not be typical).

SMILES	CRFBP-R2 agonist	MEKK2wt PB1 HTS	GalR3 antag	MEKK3 PB1 HTS	NS3 helicase inh	MEKK2mut PB1 HTS	DNA FID counter	CRFR2-BP antag	SUMO HTRF inh
CS(=O)(=O)c1ccccc1C(=O)Nc1ccc(-c2nc3ccccc3o2)cc1	0.5	96	2	96	-20	-6	-42	2	-2
CCc1ccccc1OCc1nc2ccc(S(=O)(=O)N3CCOCC3)cc2[nH]1	-1.5	98	-4	100	1	0	-17	-16	3
CCc1ccc(NC(=O)CN(c2ccc(OC)cc2)S(=O)(=O)c2c(C)nn(C)c2C)cc1	0.5	101	4	101	-26	1	-54	2	-20
O=C(CCNS(=O)(=O)c1ccc(Br)s1)NCc1ccc2c(c1)OCO2	1.9	99	0	101	-5	-4	-6	20	8
CC(=O)NC(O)C(=O)c1ccco1 (centres undefined)	0.3	95	0	90	-4	-9	6	-6	12
CSc1ccc(S(=O)(=O)N2CCC(C(=O)N3CCc4ccccc4C3)CC2)cc1	1.1	100	-10	103	13	0	-46	6	-2
Cc1cc(OCC(=O)NC(C)C)ccc1Cl	1.6	60	-5	62	-1	-24	-6	-15	9
O=C(NCCc1ccc(Cl)cc1)c1ccc(CNc2c(N3CCOCC3)c(=O)c2=O)cc1	0.1	99	-3	101	7	-2	-23	4	18
CCn1cc(CNC(=O)/C=C/c2cnn(C)c2)c(C)n1	13	96	1	97	6	-1	-3	13	-2
CCN(CC)c1ccc(NC(=O)c2ccccc2F)cc1S(=O)(=O)Nc1ccccc1OC	-1.1	100	-3	101	2	-2	-20	12	-12
COCCN(C/C=C/c1ccccc1)C/C=C/c1ccccc1	-3.1	114	-9	102	-15	10	5	8	-10
CC1=C(C(=O)Nc2ccc(CC(=O)NCc3ccccc3C)cc2)SCCO1	-1.7	99	-8	101	1	2	-36	-1	5
Cc1ccc(NC(=S)N2CCC(NC(=O)C3CCCCC3)CC2)cc1C	-0.4	97	-8	99	7	2	-30	-12	22
O=[N+]([O-])c1ccc2c(c1N1CCCCC1)=NC1(CCCCC1)[N+]=2[O-]	-1.0	82	3	82	-1	-17	-2	11	28
Cc1cccc(NC(=O)c2ccc3nccnc3c2)n1	1.3	104	-5	100	17	7	-8	-4	22
CCCCNC(=O)C1CCC(CNS(=O)(=O)c2c(C)cc(C)cc2C)CC1 (centres undefined)	-3.6	108	-10	108	-1	6	-44	17	-3
O=S(=O)(c1ccc(F)cc1F)N1CCCN(c2ccc(C(F)(F)F)cn2)CC1	2.8	104	-3	102	-11	0	-19	5	-13
CCOC(=O)COc1cccc2c(=O)n(CC(=O)NCc3ccccc3)ccc12	-1.4	113	8	107	7	5	-18	29	2
Cc1cc(OCc2cc(C(=O)NCc3csc(C(C)C)n3)no2)cc(C)c1Cl	2.8	94	-5	97	-10	-1	-16	13	-18
O=C(Cc1c[nH]c2ccccc12)NC1(C(=O)NC2CCCC2)CCCCC1	-3.6	99	-2	101	2	-3	-5	2	3
Cc1ccc(-n2ncc3c(NCc4ccco4)ncnc32)c(C)c1	-4.2	107	-4	108	-1	11	-12	-8	-13
COc1cc(C(=O)NCCc2ccc(F)cc2)c([N+](=O)[O-])cc1OC	-4.8	101	-4	101	1	-2	3	21	-8
N=C(SC1CC(=O)N(c2ccc(F)cc2)C1=O)N1N=C(c2ccccc2)CC1c1ccccc1 (centres undefined)	4.6	88	-3	98	-3	-3	-3	-3	-13
CN(C)C(CNC(=O)Cc1ccc([N+](=O)[O-])cc1)c1ccccc1 (centres undefined)	3.9	87	-6	99	-8	-10	5	2	20
COc1cc(-c2ccc(NC(C)=O)c(OC)c2)ccc1NC(C)=O	-5.3	98	-3	100	-9	-2	-5	8	16
COC(=O)c1ccc2c(c1)NC(=O)C(N1CCCC1)S2 (centres undefined)	0.2	107	-5	106	-1	6	4	3	0
CN1CCN(C(=O)C2=C[C@@H](C3CCCCC3)C[C@@H](OCCCCO)O2)CC1	6.7	109	-2	104	2	4	1	10	6
Cc1cc(C)c2c(c1)-c1c(ssc1=S)C(C)(C)N2C(=O)CN1C(=O)c2ccccc2C1=O	39	106	1	109	2	-1	-1	-59	4
O=C(NCc1ccccc1)C1CCCN(S(=O)(=O)c2ccc(-n3cnnn3)cc2)C1 (centres undefined)	-0.9	96	-3	98	9	-5	-12	18	-3
Cc1ccc(C(=O)Oc2oc(-c3ccco3)nc2C=Nc2ccccc2)cc1	/	91	/	90	-7	-16	0	/	7
Cc1ccc(S(=O)(=O)N2c3ccccc3OCC2C(C)(C)C)cc1 (centres undefined)	3.8	94	-5	101	-3	2	-3	90*	-9
COc1ccccc1NC(=O)/C(C#N)=C/c1ccncc1	-2.4	106	0	103	2	5	-10	11	10
COC(=O)CSc1nc2nc(-c3cccs3)cc(C(F)(F)F)c2c(=O)[nH]1	-4.0	97	-12	93	1	-1	0	10	36
COC(=O)c1cc[n+](CC(=O)c2ccccc2)cc1	0.5	100	-5	97	-1	2	-4	2	18
COc1ccccc1CCC(=O)Nc1ncc(C)s1	-1.6	102	-12	101	3	4	-4	-16	2
O=P(c1ccccc1)(c1ccccc1)C(c1ccccn1)P(=O)(c1ccccc1)c1ccccc1	-0.1	94	-6	98	-10	-1	-30	8	-8
O=C(Nc1nnc(S(=O)(=O)N2CCCCC2)s1)c1cccc(Br)c1	14	96	/	102	-3	-3	-17	58*	21
Cc1csc(NC(=O)c2ccc3ccccc3n2)n1	-4.2	106	-10	106	-11	5	-10	19	-7
Cc1cc(C)cc(Nc2nc3c(S(=O)(=O)c4ccccc4)nnn3c3ccccc23)c1	-1.1	99	-1	98	-4	-1	-3	27	12
CCN(CC)CCN(Cc1cc2cc3c(cc2[nH]c1=O)OCO3)C(=S)NCC(C)C	0.2	104	-10	95	-7	3	4	-1	14
CCN1C(=O)c2cccc3c(NC(=O)c4ccc5c(c4)OCCO5)ccc1c23	5.8	102	0	100	-3	4	-6	-33	2
COc1ccc(S(=O)Cc2ccc(C(=O)N3CCN(C(=O)c4ccco4)CC3)o2)cc1 (centres undefined)	3.6	99	-5	98	4	2	-16	4	7
Cn1cccc1C(=O)NCc1ccc(Cl)cc1	0.2	105	-12	100	-4	3	-6	3	10
COC(=O)c1ccc(NC(=S)NC(=O)c2cc(-c3ccccc3)nc3ccccc23)cc1	1.0	/	3	/	11	/	-1	-12	-7
O=C(c1ccc(-c2nc3ccccc3s2)o1)N1CCN(c2ccccc2O)CC1	-2.9	96	2	98	-4	4	-41	16	-4
COc1cccc(N(CC(=O)N2CCc3ccccc3C2)S(C)(=O)=O)c1	0.0	97	-6	102	4	-1	-16	21	20
COC(C[C@H](O)C[C@H](O)COCc1ccccc1)OC	-2.4	97	-2	114	/	6	/	-4	13
Cc1nn(-c2ccc(F)cc2)c(Cl)c1/C=N/NC(=O)c1cccs1	-0.9	106	1	109	-5	3	-6	-128	11
CC1(C)CC2CC(C)(CN2C(=O)c2cc(-c3ccccc3)on2)C1 (centres undefined)	0.7	96	-8	102	-1	-1	-32	-25	0
CCC(c1nnc(SCC(=O)N2CC(=O)Nc3ccccc32)n1Cc1ccccc1)N(C)C (centres undefined)	-1.4	109	0	114	2	-4	-5	0	7
CC[C@@]1(c2ccccc2C)C(=O)N(C(=O)OC)N1C(=O)OC	-0.3	96	-8	99	-4	-7	-8	2	10
COC(=O)CCC(=O)N1CCCC(CO)(Cc2ccccc2C)C1 (centres undefined)	-0.1	93	-5	97	-1	-7	-15	-10	4
COc1ccc2cc(C(=O)N/N=C/c3sc4ccccc4c3O)ccc2c1	166*	101	-4	102	12	1	-11	-179	-41
CC(C)c1ccc(NC(=O)CCNS(=O)(=O)c2cccc3nonc23)cc1	-0.1	100	1	101	-6	-1	-8	-2	5
CCCCn1c(N)c(-c2nc3ccccc3s2)c2c([N+](=O)[O-])nn(C)c(=O)c21	1.1	100	-3	82*[inhibitor]	8	-3	1	-32	-4
CC(C)NC(=O)NC1C2CC3CC(C2)CC1C3 (centres undefined)	0.6	102	-1	104	4	2	0	8	-8
Cc1c(NC(=O)CN2C(=O)C(=O)c3ccccc32)c(=O)n(-c2ccccc2)n1C	-1.2	92	-2	108	-5	5	3	8	23
CCN(CC)C(=O)Oc1nnc(SC(C)C)n1-c1ccc(Cl)cc1	2.5	98	-3	96	14	-4	-28	2	11
O=C1Cc2ccccc2Sc2ccccc21	-2.7	99	-1	102	4	10	1	-11	30
CCOC(=O)CN(C(=O)Cn1nnc(-c2ccc(OC)cc2)n1)C(C(=O)NC1CCCC1)c1ccc(F)cc1 (centres undefined)	-1.0	102	-2	107	-3	-3	-13	3	7
(cont.)
SMILES	CRFBP-R2 agonist	MEKK2wt PB1 HTS	GalR3 antag	MEKK3 PB1 HTS	NS3 helicase inh	MEKK2mut PB1 HTS	DNA FID counter	CRFR2-BP antag	SUMO HTRF inh
O=C(CCc1nc(-c2cccs2)no1)NCc1ccc(F)cc1Cl	-0.9	104	0	105	6	-1	-10	20	2
CCOCCCNC(=O)c1c[nH]c2ccc(OCC)cc2c1=O	0.8	107	-2	101	-1	3	-25	-2	14
O=C(NCc1ccc(-c2nc3ccccc3s2)cc1)c1cc2ccccc2o1	0.7	108	-4	98	-2	12	0	10	4
CCOC(=O)C1(CCOc2ccccc2)CCN(Cc2cc(OC)c(O)cc2Cl)CC1	0.2	126	-8	106	-34	9	6	-7	-6
O=C(Nc1ccc(-c2nc3ccccc3[nH]2)cc1)c1ccc(N2C(=O)CCC2=O)cc1	-0.8	92	-2	90	-19	-2	-5	5	28
COC(=O)c1nc2n(n1)C(c1ccc(OC)c(OC)c1OC)C1=C(CCCC1=O)N2 (centres undefined)	1.9	104	-2	104	10	3	-9	5	3
CCOC(=O)C1=C(Nc2ccc(C)cc2)CC(C)(O)C(C(=O)OCC)C1c1ccccc1 (centres undefined)	-0.5	98	-3	103	2	1	-6	-16	-7

Record cards (already shown). Order of values: CRFBP-R2 agonist	MEKK2wt PB1 HTS	GalR3 antag	MEKK3 PB1 HTS	NS3 helicase inh	MEKK2mut PB1 HTS	DNA FID counter	CRFR2-BP antag	SUMO HTRF inh
Profile of `O=C(CCc1nc(-c2cccs2)no1)NCc1ccc(F)cc1Cl` : -0.9	104	0	105	6	-1	-10	20	2
Profile of `O=C(Nc1ccc(-c2nc3ccccc3[nH]2)cc1)c1ccc(N2C(=O)CCC2=O)cc1` : -0.8	92	-2	90	-19	-2	-5	5	28
Profile of `COC(=O)c1nc2n(n1)C(c1ccc(OC)c(OC)c1OC)C1=C(CCCC1=O)N2` (centres undefined) : 1.9	104	-2	104	10	3	-9	5	3
Profile of `CCOC(=O)C1(CCOc2ccccc2)CCN(Cc2cc(OC)c(O)cc2Cl)CC1` : 0.2	126	-8	106	-34	9	6	-7	-6
Profile of `CCOCCCNC(=O)c1c[nH]c2ccc(OCC)cc2c1=O` : 0.8	107	-2	101	-1	3	-25	-2	14
